MRP reversal: reverses drug resistance mediated by MRP; H69AR cells + 2 uM doxorubicin, CellTiter-Glo, 72 h; differential viability (reversal), % at 10 µM; 85,000 tested, 0.04% active;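 active means viability drop by adding the cancer drug above about 55%, with treated viability meeting a 40% cutoff, limit read from the data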;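 further: viability without doxorubicin minus viability with 2 µM doxorubicin for each compound; larger differential means the compound sensitizes cells more to doxorubicin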
IL1B NFkB pot: enhances IL-1B driven NFkB nuclear translocation | activation, % at 2 µM | 94,000 tested, 0.3% active | AID 819 | HUVEC IL-1B NFkB p65 nuclear translocation imaging;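 active means activation above 40%, about the mean plus 3 SD, also judged a hit on visual image review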;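 further: percent activation is computed from the nuclear over cytoplasmic p65 intensity ratio; values of inactives mirror those of a sister screen read the other way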
PLAP inhibitors HTS: PLAP enzyme inhibitors, biochemical, luminescence, HTS (AID 690). purified PLAP, luminescent substrate; higher % means a stronger effect. inhibition, % at 20 µM; hits with a dose series show IC50 in µM. 96,000 tested, 0.08% active; in the data active means a potency from the dose series; inactive means the rest, 99 in 100 with inhibition below about 30%; further: strong numbers were not always called active
IL1B NFkB inh: blocks IL-1B driven NFkB nuclear translocation in HUVEC cells. 94,000 tested, 0.43% active. AID 796. inhibition, % at 2 µM. HUVEC IL-1B NFkB p65 nuclear translocation imaging;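 active means inhibition above about 30% together with a positive call from visual inspection of the well image, limit read from the data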;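 further: nuclear over cytoplasmic p65 intensity ratio measured by imaging; 0% = IL-1B stimulated DMSO wells and 100% = unstimulated DMSO wells; values of inactives mirror those of a sister screen read the other way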
Bcl-B TR3 displacers: displacers of TR3 peptide from Bcl-B, primary screen, selectivity assay for Bfl-1 inhibitor project, biochemical, fluorescence polarization | FP displacement of FITC-TR3 peptide from Bcl-B; higher % means a stronger effect | displacement, % at 20 µM; hits with a dose series show IC50 in µM | 96,000 tested, 0.11% active | AID 748;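 active means displacement above 50% at 20 µM plus a fluorescence interference ratio under 1.5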;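 further: plate controls were wells without compound for no effect and wells lacking Bcl-B protein for full effect; a part of the inactive calls stands beside numbers as strong as those of hits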
MRP reversal cytotoxicity: also measured in MRP reversal; calls as there; viability, %; H69AR cells, CellTiter-Glo, 72 h; measured here: cytotoxicity without doxorubicin
MRP reversal with doxorubicin: also measured in MRP reversal; calls as there; viability, %; measured here: viability with 2 uM doxorubicin; stronger effect = lower value
IL1B NFkB inh cell count 2 µM: second read-out of IL1B NFkB inh, no call of its own (marks repeat the call); cell count; measured here: cells passing quality filter;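 raw number of nuclei counted in each imaged well without normalization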
IL1B NFkB pot cell count 2 µM: recorded beside IL1B NFkB pot, whose call it bears; cell count; measured here: cells passing quality filter
* = called active by the depositor; nt = not tested or not shown. Not all compounds are listed; the hit share may differ from the screen's.

1. CCc1nnc(NC(=O)c2ccc(S(=O)(=O)N(CC(C)C)CC(C)C)cc2)o1
2. Cc1nc(P(=O)(c2ccccc2)c2ccccc2)c(N2CCOCC2)o1
3. COc1cccc(-n2c(SC)nnc2-c2c[nH]c3ccccc23)c1
4. COc1ccc(C2=NO[C@@H]3C(=O)N(c4ccc5c(c4)OCCO5)C(=O)[C@H]23)cc1OC
5. O=C(COc1ncnc2ccccc12)NCCC1=CCCCC1
6. Cn1c(SCCCC(=O)c2ccc(Br)cc2)nnc1-c1ccncc1
7. CCOC(=O)c1c(NC(=O)c2cccs2)sc(C)c1CC
8. COc1cc([N+](=O)[O-])ccc1NC(=O)CCCOc1ccc(C)cc1

assay / compound	1	2	3	4	5	6	7	8
IL1B NFkB pot cell count 2 µM	123	159	204	170	nt	117	159	90
MRP reversal	-2	27	9	4	-11	0	-2	nt
IL1B NFkB inh cell count 2 µM	123	159	204	170	nt	117	159	90
IL1B NFkB pot	1	-4	21	4	nt	8	4	12
MRP reversal cytotoxicity	25	95	77	94	80	86	87	nt
MRP reversal with doxorubicin	27	68	68	90	90	86	89	nt
IL1B NFkB inh	-1	4	-21	-4	nt	-8	-4	-12
Bcl-B TR3 displacers	nt	6%	8%	-7%	-8%	2%	-39%	-6%
PLAP inhibitors HTS	nt	-41%	15%	15%	-3%	-72%	-13%	14%

9. CCc1nc(NCCc2ccccn2)c2nnn(Cc3ccccc3F)c2n1
10. Cc1ccc(C(=O)CSc2nnc(COc3cc(C)cc(C)c3)o2)cc1
11. CCN1CCN(C(=O)C2CCN(S(=O)(=O)c3cccc4cccnc34)CC2)CC1
12. CCOc1cc(C=O)ccc1OCCSc1ccc(C)cc1
13. COc1cc(NC(=O)c2cc(-c3cccs3)on2)cc(OC)c1OC
14. Cc1nn2c(=O)cc(CSc3nc4ccccc4[nH]3)nc2s1
15. COc1ccc(S(=O)(=O)N(Cc2cc3ccc(OC)cc3[nH]c2=O)CC2COCCO2)cc1 (stereo unspecified)
16. COc1cccc(Nc2nc(C)cc(C)c2C#N)c1

assay / compound	9	10	11	12	13	14	15	16
IL1B NFkB pot cell count 2 µM	nt	97	136	166	110	nt	148	128
MRP reversal	-1	nt	12	nt	-35	5	-1	7
IL1B NFkB inh cell count 2 µM	nt	97	136	166	110	nt	148	128
IL1B NFkB pot	nt	23	6	-4	4	nt	0	18
MRP reversal cytotoxicity	83	nt	111	nt	23	102	75	94
MRP reversal with doxorubicin	84	nt	99	nt	58	97	76	87
IL1B NFkB inh	nt	-23	-6	4	-4	nt	0	-18
Bcl-B TR3 displacers	3%	0%	-4%	1%	9%	3%	-3%	nt
PLAP inhibitors HTS	-42%	-18%	-48%	-25%	1%	-38%	-75%	nt

17. Cc1ccc(C(=O)c2c(NC(=O)c3ccncc3)sc3c2CCCC3)cc1
18. CCN(CC)S(=O)(=O)c1ccc(Oc2ccc(S(=O)(=O)N(CC)CC)cc2)cc1
19. COc1ccccc1N1CCN(C(=O)c2cc3c(=O)n(C)c4ccccc4c3n2C)CC1
20. CC(C)CCn1c(SCC(=O)N2CC(=O)Nc3ccccc32)nc2scc(-c3cccs3)c2c1=O
21. CN(C)/C=N/c1ncnc2c1cnn2-c1ccc(C(F)(F)F)cn1
22. COc1ccccc1C1CC(=O)NC(SCC(=O)Nc2ccccc2)=C1C#N (stereo unspecified)
23. Cc1occc1C(=O)NC(C)C1CCCO1 (stereo unspecified)
24. COC(=O)CSc1[nH]c(=O)cc(C)c1C#N

assay / compound	17	18	19	20	21	22	23	24
IL1B NFkB pot cell count 2 µM	120	184	166	161	131	61	96	178
MRP reversal	nt	6	5	-6	7	10	6	34
IL1B NFkB inh cell count 2 µM	120	184	166	161	131	61	96	178
IL1B NFkB pot	-2	-1	3	7	8	2	-8	5
MRP reversal cytotoxicity	nt	84	81	96	99	80	95	110
MRP reversal with doxorubicin	nt	78	75	102	92	70	89	75
IL1B NFkB inh	2	1	-3	-7	-8	-2	8	-5
Bcl-B TR3 displacers	-1%	8%	-8%	-12%	nt	-8%	5%	-9%
PLAP inhibitors HTS	-5%	-58%	-56%	-17%	nt	10%	-48%	7%

25. Cc1cccc(N2CCN(C(=O)Cn3sc4nc(C)cc(C)c4c3=O)CC2C)c1 (stereo unspecified)
26. CCOc1ccc2c(c1)n(CO)c(=S)n2CO
27. S=C(NCc1cccnc1)Nc1cccc(Cl)c1
28. CCOC(=O)CSc1nc2cc(OCC)ccc2cc1C#N
29. CC(C)Cn1cnc2c(=O)oc3ccccc3c21
30. CC(C)N=C1SCC(C)(/C=N/O)S1 (stereo unspecified)
31. Cc1ccc(S(=O)(=O)N2CCN(C(=O)C3=COCCO3)CC2)cc1C
32. COn1c(SC2CCCCC2)nc2ccccc2c1=O

assay / compound	25	26	27	28	29	30	31	32
IL1B NFkB pot cell count 2 µM	170	160	154	nt	179	168	157	143
MRP reversal	0	0	nt	-12	-8	8	1	17
IL1B NFkB inh cell count 2 µM	170	160	154	nt	179	168	157	143
IL1B NFkB pot	11	7	-4	nt	5	-5	-7	8
MRP reversal cytotoxicity	0	82	nt	31	79	99	90	89
MRP reversal with doxorubicin	0	82	nt	43	87	91	89	72
IL1B NFkB inh	-11	-7	4	nt	-5	5	7	-8
Bcl-B TR3 displacers	4%	-1%	-5%	-13%	5%	-2%	-2%	-10%
PLAP inhibitors HTS	-68%	-131%	13%	2%	23%	4%	-51%	-53%

Compound profiles, as listed above.
CC(C)Cn1cnc2c(=O)oc3ccccc3c21 reads IL1B NFkB pot cell count 2 µM = 179; MRP reversal = -8; IL1B NFkB inh cell count 2 µM = 179; IL1B NFkB pot = 5; MRP reversal cytotoxicity = 79; MRP reversal with doxorubicin = 87; IL1B NFkB inh = -5; Bcl-B TR3 displacers = 5%; PLAP inhibitors HTS = 23%
Cc1ccc(S(=O)(=O)N2CCN(C(=O)C3=COCCO3)CC2)cc1C reads IL1B NFkB pot cell count 2 µM = 157; MRP reversal = 1; IL1B NFkB inh cell count 2 µM = 157; IL1B NFkB pot = -7; MRP reversal cytotoxicity = 90; MRP reversal with doxorubicin = 89; IL1B NFkB inh = 7; Bcl-B TR3 displacers = -2%; PLAP inhibitors HTS = -51%
CCOc1ccc2c(c1)n(CO)c(=S)n2CO reads IL1B NFkB pot cell count 2 µM = 160; MRP reversal = 0; IL1B NFkB inh cell count 2 µM = 160; IL1B NFkB pot = 7; MRP reversal cytotoxicity = 82; MRP reversal with doxorubicin = 82; IL1B NFkB inh = -7; Bcl-B TR3 displacers = -1%; PLAP inhibitors HTS = -131%

(cont.)
33. Cc1[nH]nc2c1C1(CCC(c3ccccc3)CC1)C(C#N)=C(N)O2 (stereo unspecified)
34. Cc1ccc(S(=O)(=O)c2n[nH]n3c2nc(=O)c2ccccc23)cc1
35. C=CCNC(=O)c1ccccc1NC(=O)c1ccccc1
36. COc1cccc(/C=C/c2ccncc2)c1OC
37. COc1cccc(N2CC(C(=O)OC(C)C(=O)c3ccccc3)CC2=O)c1 (stereo unspecified)
38. C/C(N)=C(/C#N)C(=O)CSc1nc(C2CCCCC2)n(-c2ccccc2)n1
39. Cc1ccc(CNC(=O)C2CC(=O)OC23CCCC3)c(C)c1 (stereo unspecified)
40. CCOC(=O)C1=C(CS(=O)(=O)c2ccccc2)NC(=O)NC1c1ccccc1OCC (stereo unspecified)

assay / compound	33	34	35	36	37	38	39	40
IL1B NFkB pot cell count 2 µM	19	92	147	156	130	nt	124	161
MRP reversal	18	-7	15	nt	6	-13	7	2
IL1B NFkB inh cell count 2 µM	19	92	147	156	130	nt	124	161
IL1B NFkB pot	7	-1	24	3	-4	nt	18	3
MRP reversal cytotoxicity	98	90	88	nt	97	64	91	86
MRP reversal with doxorubicin	80	97	72	nt	91	76	84	83
IL1B NFkB inh	-7	1	-24	-3	4	nt	-18	-2
Bcl-B TR3 displacers	-6%	6%	-7%	-3%	-5%	-8%	nt	12%
PLAP inhibitors HTS	12%	-15%	0%	-8%	13%	-4%	nt	-8%

41. CCC(C)(C(=O)NC1CCCC1)N(C(C)=O)c1ccc(C)cc1 (stereo unspecified)
42. O=C(CN1CCCC(O)C1)N1c2ccccc2Sc2ccc(C(F)(F)F)cc21 (stereo unspecified)
43. CCOC(=O)C1=C(c2ccccc2)N=c2s/c(=C\c3ccc(O)cc3)c(=O)n2C1c1cccs1 (stereo unspecified)
44. Brc1ccc(CSc2nccn2-c2ccccc2)cc1
45. Cc1ccccc1N1CCN(Cc2c[nH]c3ccccc23)CC1
46. Cc1ccc(-c2nc(C3CCCN(S(=O)(=O)c4ccc(C)cc4)C3)no2)cc1 (stereo unspecified)
47. CCN(CC)S(=O)(=O)c1ccc2c(c1)c(=O)c(C(=O)N1CCN(c3ccccc3)CC1)cn2C
48. Cc1csc2ncc(C(=O)Nc3ccc4c(c3)OCCO4)c(=O)n12

assay / compound	41	42	43	44	45	46	47	48
IL1B NFkB pot cell count 2 µM	182	119	144	122	187	nt	116	nt
MRP reversal	3	40	nt	nt	-2	21	nt	-2
IL1B NFkB inh cell count 2 µM	182	119	123	122	187	nt	116	nt
IL1B NFkB pot	12	-2	4	4	2	nt	1	nt
MRP reversal cytotoxicity	86	109	nt	nt	61	106	nt	95
MRP reversal with doxorubicin	83	69	nt	nt	62	85	nt	97
IL1B NFkB inh	-12	2	-1	-4	-2	nt	-1	nt
Bcl-B TR3 displacers	-1%	-4%	-189%	5%	-11%	1%	nt	-3%
PLAP inhibitors HTS	11%	-40%	-7%	11%	-9%	-15%	nt	8%

49. c1ccc(COc2ccc(CNn3cnnc3)cc2)cc1
50. Cc1nc(NC2=NCN(CCN3CCOCC3)CN2)nc2c(C)cccc12
51. CC(=O)c1c(C)[nH]c(C(=O)NCCc2cccc(C)c2)c1C
52. O=C(CC(Sc1ccccc1)c1cccs1)c1ccco1 (stereo unspecified)
53. COc1ccc(N/C(N)=N/c2nc(CSc3ccc(Cl)cc3)cc(=O)[nH]2)cc1
54. COc1ccc(C2C=C(c3ccc(Br)cc3)Nc3nc(NS(C)(=O)=O)nn32)cc1 (stereo unspecified)
55. O=C(NC12CC3CC(CC(C3)C1)C2)N1CCCC(CO)C1 (stereo unspecified)
56. CS(=O)(=O)N1CCN(C(=O)c2ccc(F)cc2)CC1
57. Cc1nc(N)sc1N=Nc1ccc(F)cc1
58. COc1cc(C2C(C(=O)c3cccs3)=C(O)C(=O)N2c2cc(C)on2)ccc1O (stereo unspecified)
59. Cc1ccc(NC(=O)c2cc(NC(=O)c3ccco3)ccc2N2CCOCC2)cc1

assay / compound	49	50	51	52	53	54	55	56	57	58	59
IL1B NFkB pot cell count 2 µM	172	146	139	204	97	126	135	147	178	101	129
MRP reversal	13	-5	9	0	0	nt	-20	2	nt	-8	-20
IL1B NFkB inh cell count 2 µM	172	146	139	204	97	126	135	147	178	101	129
IL1B NFkB pot	6	9	11	34	9	6	18	-4	5	-5	-9
MRP reversal cytotoxicity	100	87	79	2	16	nt	74	108	nt	93	42
MRP reversal with doxorubicin	86	92	70	2	17	nt	94	106	nt	102	61
IL1B NFkB inh	-6	-9	-11	-34	-9	-6	-18	4	-5	4	9
Bcl-B TR3 displacers	-9%	nt	-6%	0%	2%	nt	0%	-5%	-7%	10%	-5%
PLAP inhibitors HTS	-4%	nt	15%	22%	-99%	-56%	-8%	14%	-2%	-10%	-2%
